# Screening data as filed in PubChem BioAssay.
# ADAM10 inh: inhibits human ADAM10; O14672; recombinant ADAM10, EDANS/DABCYL FRET peptide cleavage, 3 h; inhibition, % at 7 µM; 0.62% of 370,000 active;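 active means inhibition above a per-campaign cutoff equal to the mean of compounds falling between control-based bounds plus 3 SD, cut at about 20% in these data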;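 further: 0% = DMSO wells while the 100% control is not disclosed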
# TDP2 absorb: TDP2 (human) inhibition, absorbance primary screen | recombinant TDP2, T5PNP hydrolysis, p-nitrophenol absorbance 415 nm | inhibition, % at 12.8 µM | 0.34% of 370,000 active | AID 720702;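 active means inhibition above the mean of all tested compounds plus 3 SD, set per campaign, cut at about 25% in these data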;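 further: 0% = DMSO with enzyme and 100% = buffer with substrate but no TDP2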
#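 Material: recombinant human TDP2; quantity: TDP2 enzyme at 120 nM final; medium: Tris-HCl pH 7.5 with MgCl2; compound: single concentration, 12.8 µM nominal, with 1% DMSO; incubation: 2 h enzyme incubation at 37 °C; signal: epi absorbance; measure: percent inhibition; benchmarks: high control without enzyme, low control DMSO plus TDP2; repeats: singlicate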
# KLK7 zymogen act: activates the human kallikrein-7 zymogen; P49862; purified proKLK7, EDANS-DABCYL substrate fluorescence; 100% is mature enzyme control, 0% vehicle; activation, % at 7 µM; 0.9% of 370,000 active; AID 652039;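 active means activation above the mean of all tested compounds plus 3 SD, computed per campaign excluding outliers beyond control limits, cut at about 13% in these data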
# Target sequence (P49862 whole entry, looked up): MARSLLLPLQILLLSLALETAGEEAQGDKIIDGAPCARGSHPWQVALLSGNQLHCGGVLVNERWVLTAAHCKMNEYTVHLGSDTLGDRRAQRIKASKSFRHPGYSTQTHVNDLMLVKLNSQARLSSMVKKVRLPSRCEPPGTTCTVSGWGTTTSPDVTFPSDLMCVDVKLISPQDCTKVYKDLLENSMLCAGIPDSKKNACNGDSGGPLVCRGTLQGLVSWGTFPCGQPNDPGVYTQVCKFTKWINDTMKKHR
# ADAM17 inh: ADAM17 inhibition, QFRET primary screen | 0.83% of 370,000 active | P78536 | AID 720648 | recombinant ADAM17, EDANS/DABCYL FRET peptide cleavage | inhibition, % at 6.95 µM;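 active means inhibition above the mean of compounds lying between control limits plus 3 SD, set per campaign, cut at about 8.5% in these data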;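 further: 0% = DMSO-only wells as the low control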
# Target sequence (P78536 215-824 limits assumed): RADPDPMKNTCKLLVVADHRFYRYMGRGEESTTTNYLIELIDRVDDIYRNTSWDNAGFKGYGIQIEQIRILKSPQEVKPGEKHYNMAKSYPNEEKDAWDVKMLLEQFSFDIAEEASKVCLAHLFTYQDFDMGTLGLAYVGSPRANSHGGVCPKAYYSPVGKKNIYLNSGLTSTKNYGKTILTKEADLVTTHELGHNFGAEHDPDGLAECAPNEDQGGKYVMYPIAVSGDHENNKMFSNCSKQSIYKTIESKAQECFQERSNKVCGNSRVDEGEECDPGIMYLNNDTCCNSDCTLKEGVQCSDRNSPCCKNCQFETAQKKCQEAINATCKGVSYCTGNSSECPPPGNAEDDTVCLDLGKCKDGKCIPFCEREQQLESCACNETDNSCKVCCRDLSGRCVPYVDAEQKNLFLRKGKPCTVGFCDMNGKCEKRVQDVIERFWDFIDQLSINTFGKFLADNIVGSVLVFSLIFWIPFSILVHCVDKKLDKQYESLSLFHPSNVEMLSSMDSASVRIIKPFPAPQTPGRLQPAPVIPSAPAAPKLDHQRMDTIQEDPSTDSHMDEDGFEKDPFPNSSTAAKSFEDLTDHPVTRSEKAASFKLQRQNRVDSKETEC
# DDE Tn6 FP inh: disrupts Tn6 cyclic peptide binding to fibrin D-Dimer-E complex. P02675. Fibrin DD(E) TRITC-Tn6 fluorescence polarization displacement. inhibition, % at 8.3 µM. 0.21% of 370,000 active. AID 720509;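 active means inhibition above a per-campaign cutoff: mean of compounds within control limits plus 3 SD, cut at about 15% in these data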;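 further: 0% = median of all compound wells on the plate and 100% = blocking peptide control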
# PLC-gamma1 inh: blocks human PLC-gamma1 enzyme activity; purified PLC-gamma1, fluorogenic substrate, fluorescence; inhibition, % at 12.2 µM; 0.84% of 370,000 active; AID 720700; in the data active means inhibition above about 9.5%
# Tn7 DDE FP: inhibitors of Tn7 peptide binding to human fibrin DD(E) | 0.13% of 370,000 active | inhibition, % at 8.3 µM | FP displacement of FITC-Tn7 peptide from fibrin DD(E); 0% = median of compound wells per plate | P02675 | AID 720508;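 active means inhibition above the mean of compounds falling within the control limits plus 3 SD of them, cut at about 14% in these data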;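 further: 0% = plate median of compound wells and 100% = 10 µM Aha-Tn7 peptide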
#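 System: human fibrin DD(E); quantity: Fibrin-DD(E) at 2 µM final; also added: fluorescent Tn7 probe at 0.1 µM; compound dosing: single nominal test concentration of 8.3 µM per compound; schedule: 10 min preincubation, 3 h with tracer, room temperature; detection: fluorescence polarization of the labelled Tn7 tracer; repeats: one replicate per compound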
# ARFGAP1 inh: rat ARFGAP1 inhibition; Q62848; Arfgap1-stimulated ARF1 GTP hydrolysis, GDP FP detection; inhibition, % at 16.5 µM; 0.26% of 360,000 active; AID 651572;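 active means inhibition above a per-plate limit, mean inhibition of low control wells plus 3 SD, cut at about 25% in these data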;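 further: 0% = DMSO wells with enzyme and 100% = wells lacking Arfgap1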
# Target sequence (Q62848 1-136 limits assumed): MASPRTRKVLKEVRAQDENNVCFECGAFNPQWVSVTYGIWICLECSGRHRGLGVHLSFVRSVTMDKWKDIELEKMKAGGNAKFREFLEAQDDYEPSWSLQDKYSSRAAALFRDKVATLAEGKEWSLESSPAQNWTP
#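 Material – truncated rat Arfgap1 GAP domain · Buffer or medium – HEPES-based buffer, pH 7.5 · Reagent – human ARF1(Δ1-17)-GTP substrate · Dosing – 16.5 µM single point, 1.26% DMSO · Schedule – GTP hydrolysis reaction 2 h at 25 °C · Technique – GDP detection by fluorescence polarization · Benchmarks – No-Arfgap1 wells (100%) versus DMSO full-reaction wells (0%) · Repeats – single replicate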
# LEDGF integ inh: blocks HIV-1 LEDGF/p75-dependent DNA integration; AID 743269; 0.64% of 370,000 active; inhibition, % at 3.7 µM; TR-FRET IN-LEDGF/p75 DNA integration, Eu/Cy5;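 active means inhibition above the screen-wide mean plus 3 SD, cut at about 13% in these data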;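 further: signal is the Cy5 over europium emission ratio at 671 and 618 nm; 0% = plate median of compound wells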
# ASAP1 inh: inhibitors of human ASAP1 ArfGAP activity. inhibition, % at 16.5 µM. AID 624377. ASAP1-stimulated ARF1 GTP hydrolysis, GDP FP detection. 0.19% of 360,000 active. Q9ULH1; in the data active means inhibition above about 25%;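 further: 0% = vehicle with enzyme and substrate and 100% = no enzyme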
# Active calls of the source: *; i = inactive; / = no result given; & = joins results of further samples. Hits appear at their usual frequency; any-hit rate near 4.2%.
# Start of the listing, in advance:
SMILES,ADAM10 inh,TDP2 absorb,KLK7 zymogen act,ADAM17 inh,DDE Tn6 FP inh,PLC-gamma1 inh,Tn7 DDE FP,ARFGAP1 inh,LEDGF integ inh,ASAP1 inh
Cc1ccc2cc(C#N)c(N3CCCN(C(=O)c4cnccn4)CC3)nc2c1,-63,-9,1.0,-27,9,-57,0,-5,-5,1
O=C(Nc1ncc([N+](=O)[O-])s1)c1cccs1,-9&-6,-16&5,-0.7&-0.4,-1&-2,-5&-4,2&-1,6&-4,2&4,-1&-3,5&4
CC(=O)c1cnc2scnn2c1=O,-4,-1,0.2,-4,2,-1,5,5,-1,-5
COC(=O)c1ccc(S(=O)(=O)N(CCO)Cc2ccccc2)n1C,-7,-12,0.5,-3,-1,0,2,-7,-6,1
c1ccc(CNc2nc(-c3ccccc3)nc3ccccc23)cc1,15,-7,0.7,6,-1,-9,1,9,-5,-7
Cc1ccc(S(=O)(=O)N2CCN(C(=O)n3ccnc3)CC2)cc1,-8,-12,-0.6,1,-3,-1,2,-2,-11,-1
Cn1cc(CNC(=O)C2CCC(=O)N(Cc3ccccc3F)C2)cn1 (stereo unspecified),5,1,-0.2,4,6,4,-7,1,4,14
Cc1cccc(N(CC(=O)NC2CC2)S(=O)(=O)c2ccc(Cl)cc2)c1,-1,-4,-0.1,-3,7,1,-1,10,2,-2
COC(=O)C1=C(C)N(C)C(=S)NC1c1ccc(Cl)cc1 (stereo unspecified),5,-6,-0.3,0,4,0,6,2,-2,0
Cc1ccc(-n2nc(C)c(C(=O)Nc3cccc(C(=O)NC4CC4)c3)n2)c(C)c1,0,3,0.3,0,3,1,-8,4,1,15
COc1ccccc1OCC(=O)NCCSCc1cccc(Cl)c1,7,-10,-0.3,4,-8,5,-3,-5,-1,-19
COc1ccc(CCNS(=O)(=O)c2ccc(-n3cnnn3)c(OC)c2)cc1OC,-2,-2,0.3,0,-5,3,5,4,-2,19
CCCCNC(=O)C1(C)CCCCN1C(=O)c1ccno1 (stereo unspecified),-8,0,-0.2,-2,4,-1,4,11,0,-1

# Results, repeating the preview:
SMILES,ADAM10 inh,TDP2 absorb,KLK7 zymogen act,ADAM17 inh,DDE Tn6 FP inh,PLC-gamma1 inh,Tn7 DDE FP,ARFGAP1 inh,LEDGF integ inh,ASAP1 inh
Cc1ccc2cc(C#N)c(N3CCCN(C(=O)c4cnccn4)CC3)nc2c1,-63,-9,1.0,-27,9,-57,0,-5,-5,1
O=C(Nc1ncc([N+](=O)[O-])s1)c1cccs1,-9&-6,-16&5,-0.7&-0.4,-1&-2,-5&-4,2&-1,6&-4,2&4,-1&-3,5&4
CC(=O)c1cnc2scnn2c1=O,-4,-1,0.2,-4,2,-1,5,5,-1,-5
COC(=O)c1ccc(S(=O)(=O)N(CCO)Cc2ccccc2)n1C,-7,-12,0.5,-3,-1,0,2,-7,-6,1
c1ccc(CNc2nc(-c3ccccc3)nc3ccccc23)cc1,15,-7,0.7,6,-1,-9,1,9,-5,-7
Cc1ccc(S(=O)(=O)N2CCN(C(=O)n3ccnc3)CC2)cc1,-8,-12,-0.6,1,-3,-1,2,-2,-11,-1
Cn1cc(CNC(=O)C2CCC(=O)N(Cc3ccccc3F)C2)cn1 (stereo unspecified),5,1,-0.2,4,6,4,-7,1,4,14
Cc1cccc(N(CC(=O)NC2CC2)S(=O)(=O)c2ccc(Cl)cc2)c1,-1,-4,-0.1,-3,7,1,-1,10,2,-2
COC(=O)C1=C(C)N(C)C(=S)NC1c1ccc(Cl)cc1 (stereo unspecified),5,-6,-0.3,0,4,0,6,2,-2,0
Cc1ccc(-n2nc(C)c(C(=O)Nc3cccc(C(=O)NC4CC4)c3)n2)c(C)c1,0,3,0.3,0,3,1,-8,4,1,15
COc1ccccc1OCC(=O)NCCSCc1cccc(Cl)c1,7,-10,-0.3,4,-8,5,-3,-5,-1,-19
COc1ccc(CCNS(=O)(=O)c2ccc(-n3cnnn3)c(OC)c2)cc1OC,-2,-2,0.3,0,-5,3,5,4,-2,19
CCCCNC(=O)C1(C)CCCCN1C(=O)c1ccno1 (stereo unspecified),-8,0,-0.2,-2,4,-1,4,11,0,-1
CCN(CC)C(=O)C1CCC(CNS(=O)(=O)c2cccc3nsnc23)CC1 (stereo unspecified),2,10,0.4,-3,-2,3,0,10,1,6
Cc1ccc(C)c(NC(=S)NCCN(C2CCCCC2)C2CCCC2)c1,-8,8,0.0,-5,-7,2,0,-3,-4,15
CSc1nnc2c3cc(F)ccc3n(Cc3ccccc3)c2n1,0,4,0.1,-3,1,-2,7,5,0,-8
Nc1ccc(N2CCN(C(=O)c3cccs3)CC2)cc1,-3,-2,0.1,-1,2,-1,3,-10,1,-7
C[C@@H](CO)NC(=O)c1[nH]cnc1C(=O)Nc1cccc(Cl)c1,-9,1,0.1,-1,-2,-1,0,-5,-5,-3
Cc1cc2nc(-c3ccc(SCC(=O)Nc4ccc(S(=O)(=O)NC5CC5)cc4)nc3)[nH]c2cc1C,i,-5,-31,-208,29*,-243,-6,7,-4,9
C=CCC[C@@H](Cc1ccc(F)cc1)C(=O)OC[C@@H](NC(=O)[C@H](CC=C)CC(=O)NCCO)C(C)(C)C,-2,0,0.0,-4,3,0,1,1,-3,4
Cc1ccc(NC(=O)N2CCc3ccccc3C2)c(C)c1,-4,-6,-0.8,-5,-7,1,7,9,-4,-5
O=C(COC(=O)c1c[nH]c2ccccc12)NCc1ccccc1,-13,6,0.4,-8,-1,1,-6,6,-6,10
Cc1ccccc1OCc1nc(C#N)c(N2CCCC2)o1,2,4,-0.8,-1,2,0,-3,-4,0,4
CC(C)(C)NC(=O)COC(=O)c1cncc(Br)c1,-1,-17,0.2,0,-6,2,2,8,-2,2
NS(=O)(=O)c1ccc(CNC(=O)/C=C/c2cccc(Cl)c2)cc1,5,4,0.0,0,-5,1,4,5,0,11
O=c1[nH]c(C2CCN(S(=O)(=O)c3ccc4c(c3)OCCO4)CC2)nc2c1nnn2Cc1cccc(F)c1,7,-1,0.2,2,-5,-1,3,-10,-1,7
Cc1cc(C)cc(-c2c(C(=O)c3ccc(Br)cc3)[nH]c(N)c2C(=O)NCc2ccc(Cl)cc2)c1,-9,0,/,-2,1,-9,-6,/,-4,/
CCn1ncc(C2=NOC(C(=O)Nc3c(C)n(C)n(-c4ccccc4)c3=O)C2)c1C (stereo unspecified),-10,-1,0.7,-3,-2,1,0,11,-1,-6
O=C(NCCOc1ccccc1Cl)c1ccc2c(c1)S(=O)(=O)c1cc(Cl)ccc1C2=O,0,-1,-0.2,-6,-4,-2,7,9,2,-15
COCCn1c(=O)[nH]c2cc(C(=O)Nc3cc(OC)c(OC)c(OC)c3)ccc2c1=O,-12,-7,-0.2,1,1,1,0,8,1,18
COCCN(C(=O)c1cc(OC)c(OC)c(OC)c1)c1c(N)n(Cc2ccccc2)c(=O)[nH]c1=O,-14,-3,-0.5,-4,-6,-1,4,1,-2,1
CC(C)(C)c1ccc(-c2nc3[nH]c(=O)cc(NC(=O)c4ccco4)n3n2)cc1,9,-11,0.1,-4,3,1,-3,2,0,-2
Cc1ccc2nc3c(cc2c1)c(NC(=O)c1ccccn1)nn3CC(C)C,-38,-9,-2.1,-17,-10,-53,3,-3,5,8
O=C(O)c1sc2cc(C(F)(F)F)cnc2c1-c1cccs1,-56,6,2.7,-19,-6,-81,-2,4,4,-11
Cc1cc(C)n2nc(CNS(=O)(=O)c3ccc(F)cc3)nc2n1,-5,-4,-0.4,-2,-7,-1,-4,-1,0,-8
Cc1cc(C)c(NC(=O)c2ccc[n+](Cc3ccc([N+](=O)[O-])cc3)c2)c(C)c1,-4,-3,0.9,-3,-5,0,1,-9,-3,-7
CCn1c(CCCOc2ccc(Cl)cc2Cl)nnc1SCC(=O)Nc1cc(F)ccc1C,15,-8,-0.2,4,-5,1,2,7,-5,10
COc1ccc(-c2cc(C(=O)OCC(=O)c3ccc(C)c([N+](=O)[O-])c3)c3ccccc3n2)cc1,-68,-2,1.8,-20,12,-46,1,-8,0,1
COCCN1CC(C(=O)NCc2ncccc2C)CCC1=O (stereo unspecified),-4,-1,-0.8,-6,10,2,2,7,-5,-9
COc1ccc(CC(=O)Nc2ccc(NC(=O)c3ccc(Br)cc3)cc2)cc1OC,2,16,-0.2,4,-5,-1,-6,-4,0,-8
CC(C)c1ccc(C(=O)N2CCN(c3cnn(C)c(=O)c3Cl)CC2)cc1,-8,-9,-0.6,-5,-7,-1,-4,5,-9,4
O=C(CSc1ncn[nH]1)N1c2ccccc2Sc2ccccc21,-4,2,-0.2,-4,-6,-3,2,15,1,-6
CCC(C)(C)n1nnnc1C(c1ccc(F)cc1)N1CCN(C(=O)c2ccco2)CC1 (stereo unspecified),-2,2,-0.2,-2,1,-1,-7,-2,-2,-3
CCSc1nc(-c2ccccc2)nc(C(Cl)Cl)n1,2,-1,0.4,1,9,3,-4,-4,-1,-4
Cc1cc(=O)oc2cc(NC(=O)c3ccc(OC(F)F)cc3)ccc12,-98,4,1.6,-44,-8,-21,4,-3,0,3
CC(=O)c1ccc(N2CCCCCC2)c(F)c1,13,-4,0.8,0,-9,-38,1,-9,0,9
Cc1cc(Cl)ccc1Oc1cccc(C(=O)/C(C#N)=C/N(C)C)c1,17,-11,-0.6,6,1,8,-2,-10,1,8
O=C(CN1C(=O)NC2(CCCCC2)C1=O)Nc1ccc2c(c1)OCCCO2,1,-14,0.0,11*,13,9.6*,-1,7,3,4
C=CCNC(=O)c1sc(-c2ccccc2)nc1C,1,-10,0.0,-1,12,1,-1,-2,3,-6
CC1Cc2ccccc2N1C(=O)c1ccc(N2CCCCC2)c([N+](=O)[O-])c1 (stereo unspecified),6,6,-0.5,2,-2,4,1,-2,0,-5
Cc1cc(C(=O)Cn2nc(C(=O)O)c3ccccc3c2=O)c(C)n1-c1ccccc1,1,4,0.2,-3,1,-1,3,10,0,9
